Screening data as filed in PubChem BioAssay.
Tb PYK inh: T. brucei pyruvate kinase inhibition. Q57TT1. TbPYK enzyme, Kinase-Glo Plus ATP luminescence, 45 min. Potency, µM (titrated, usually from 76.8 µM), without a hit: at the top dose activity, negative = inhibition, actives largely listed as inhibitors. 410,000 compounds, 0.12% hits. AID 624173; active = well fitted inhibition curve with a large enough effect; note: nearly all actives have a fitted effect of over 50% in size
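Enzyme and substrate buffer are dispensed first and compound is pin-transferred. ADP at 130 uM final then starts the reaction, which runs 45 min at room temperature. Detection reagent is added for 10 min before luminescence is imaged.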
* hit, by the source's call; [ ] = remark or other dose. % is set by controls: 0 for no effect and ±100 for the full control effect; potency is the fitted concentration of half-maximal effect. Only part of the results is shown; rates above refer to the full screens.

SMILES	Tb PYK inh
CCOc1cc(C2c3c(oc4ccc(F)cc4c3=O)C(=O)N2Cc2ccco2)ccc1O (stereo not given)	-3.9%
CCN1CCN(c2cc(C)c3cc(NC(=O)/C=C/c4cccc(OC)c4OC)ccc3n2)CC1	11.5%
COc1ccc(C)cc1NC(=O)c1noc2c1CSc1ccccc1-2	1.1%
CC(C)CCNc1ncnc2c1cnn2-c1cccc(Cl)c1	0.8%
Cc1ccc(-c2nnc3c4ccccc4c(-c4ccccc4)nn23)cc1	4.7%
COC(=O)c1c(NC(=O)COc2cc(C)c(Cl)c(C)c2)sc2c1CCCC2	2.3%
COc1ccc(CN(C(=O)COc2ccccc2OC)C2CCS(=O)(=O)C2)cc1 (stereo not given)	5.1%
COCC(C)NC(=O)C1=CC(c2ccc3c(c2)OCO3)=NS(=O)(=O)N1C (stereo not given)	-0.1%
Cc1ccc(-n2c(=O)c3ccccc3n(CC(=O)Nc3cccc(C(F)(F)F)c3)c2=O)cc1	1.3%
CC(=O)Nc1ccc(NC(=O)c2nc(SCc3ccccc3C)ncc2Cl)cc1	-9.9%
Cn1cccc1C(=O)N1CCC2(CC1)CCN(c1cccc(-c3ccccc3)c1)CC2	0.2%
O=C(CSc1nc(-c2cccs2)nc2cc(=O)[nH]n12)Nc1ccccc1Cl	2.7%
Cc1cc(NC(=O)Nc2nc3c(s2)CCCCCC3)ccc1Br	-3.4%
Cc1ccc(Cn2c(=O)n(Cc3ccco3)c(=O)c3sc4ccccc4c32)cc1	3.2%
O=C(CSc1nc2c(c(=O)[nH]1)CCCC2)Nc1ccc(Br)cc1	2.0%
O=S(=O)(O)C(F)(F)C(F)(F)C(F)(F)C(F)(F)F	6.2%[157 µM]
COc1ccc(NC(=O)C(NS(=O)(=O)c2cccc3nsnc23)C(C)C)cc1OC (stereo not given)	1.2%
COc1ccc(OCc2ccc(-c3nc(C#N)c(N4CCCCC4)o3)o2)cc1	2.0%
Cc1ccc(C)c(NS(=O)(=O)c2cc3c(cc2C)n(C)c(=O)c(=O)n3C)c1	-9.8%
COC(=O)c1cc(NC(=O)CCc2c(C)nc3cc(-c4ccccc4)nn3c2C)cc(C(=O)OC)c1	3.1%
Cc1cc(C)c(Cn2c3ccccc3c3cnn(CC(=O)NC4CCCCCC4)c(=O)c32)c(C)c1	2.5%
CCOc1ccc(NC(=O)c2cc(=O)c3cc(CC)ccc3o2)cc1	-0.4%
O=S(=O)(Nc1cccc(Cl)c1)c1ccc2[nH]c3c(c2c1)CCCCCC3	-0.3%
COc1cccc(Cn2c(=O)c(CCc3ccccc3)nc3cnc(OC)nc32)c1	0.8%
Oc1ccccc1Nc1nc2ccccc2n2nnnc12	3.7%
COc1ccc(N(C)S(=O)(=O)c2ccc3c(c2)CCN3C(=O)CCC(=O)O)cc1	-18.1%
COC(=O)c1ccc(CSc2nc3c([nH]c4ccccc43)c(=O)n2-c2ccc(Cl)cc2)o1	-0.8%
COc1cccc(-c2cc(C(F)(F)F)nc(NCCc3ccc(OC)c(OC)c3)n2)c1	-5.6%
CCOC(=O)c1cccc(-n2nnc3c(sc4nc(C)c(Br)c(C)c43)c2=O)c1	1.9%
COCCCNC(=O)C(=O)NCC(c1ccc2c(c1)OCO2)N1CCOCC1 (stereo not given)	-0.4%
Cc1ccc(NCc2cccn2-c2nnc(N3CCCCCC3)s2)cc1	-4.3%
CCN(CC)c1ccc(NC(=O)C(Cc2ccccc2)NS(=O)(=O)c2ccc(Br)s2)c(C)c1 (stereo not given)	-13.3%
O=c1c2sc3ccccc3c2n(Cc2cccc(F)c2)c(=O)n1Cc1ccccc1	-10.0%
COc1cccc(-c2nnc(SCC(=O)N3CCC(C)CC3)o2)c1	1.3%
CCOC(=O)c1c(S(=O)(=O)N2CCC(C(=O)N3CCN(c4ccc(F)cc4)CC3)CC2)c(C)n(C)c1C	-12.5%
Cc1cccc(N(CC(N)=O)C2SC(=O)N(Cc3cccc(C(=O)O)c3)C2=O)c1 (stereo not given)	2.5%
CCOc1ccccc1NC(=O)Cn1c(=O)n(Cc2nc(C)no2)c(=O)c2ccccc21	2.1%
COCCn1c(CCC(=O)Nc2cc(C)ccc2C)nc2cccnc21	-0.1%
Cc1ccc(Cc2nc3ccccc3nc2SCC(=O)NCc2ccc(F)cc2)cc1	-4.4%
Cc1ccc2nc(-c3ccc(NC(=O)Cc4ccccc4)cc3)sc2c1	-5.1%
COc1ccc(-c2cn3nc(N4CCC(C(=O)Nc5ccc(Cl)cc5C)CC4)sc3n2)cc1	-6.6%[15.4 µM]
Cc1ccccc1Nc1c(-c2c(F)cccc2Cl)nc2ccc(Br)cn12	-7.8%
COc1ccccc1N1CCN(CCCNC(=O)c2cnn(-c3ccccc3)c2C2CCN(C(=O)OC(C)(C)C)CC2)CC1	-8.0%[15.4 µM]
COc1cccc(C(=O)N(Cc2ccc(N(C)C)cc2)Cc2ccco2)c1	-8.9%
Cc1ccc(CNC(=O)Cc2c(C(=O)O)c(C)cn2C)cc1	3.8%
Cc1ccc(NC(=O)Cc2coc3ccc(C(C)C)cc23)c(C)c1	-0.6%
CCc1ccc(NCc2cc3cc4c(cc3n(CC(=O)Nc3ccccc3Cl)c2=O)OCO4)cc1	4.0%
Cc1cccc(NC(=O)c2sc3nc4c(cc3c2N)CN(C(C)C)CC4)c1	-13.8%
O=c1c(S(=O)(=O)c2ccc(Cl)cc2)cn(Cc2ccc(F)cc2)c2ccc(F)cc12	-3.7%
O=C(Nc1ccc(C(=O)OCc2cc(=O)n3c4c(sc3n2)CCCC4)cc1)c1ccccc1	1.4%
Cc1cc(S(=O)(=O)Nc2cccc(C(=O)O)c2)c(C)c(S(=O)(=O)c2ccccc2)c1	1.8%
CC(=O)c1cccc(NC(=O)Cn2nc(C(F)(F)F)c3c2CCC3)c1	1.0%
Cc1oc(-c2ccc(Cl)cc2)nc1CN1C(=O)CN=C(c2ccccc2)c2cc(Cl)ccc21	-1.9%
Cc1cc(C)cc(NC(=O)c2cn3c4c(ccc(Cl)c4c2=O)OC(C)C3)c1 (stereo not given)	1.6%
O=C(CCn1ccc2cc(S(=O)(=O)N3CCCC3)ccc21)NCc1cccc(Br)c1	-1.0%
O=C(Cn1nnc(-c2cccc(C(F)(F)F)c2)n1)NCc1ccc(F)cc1	-3.6%
O=C(C1CCN(S(=O)(=O)c2ccc(Br)s2)CC1)N1CCN(c2cccc(C(F)(F)F)c2)CC1	1.6%
Cc1ccc(C)c(NC(=O)c2ccc3c(c2)CCCN3S(C)(=O)=O)c1	5.3%
O=C(COc1ccc(Cl)cc1)NCC(c1ccco1)S(=O)(=O)c1ccc(Cl)cc1 (stereo not given)	-17.9%
CCN(CC)CCNC(=O)c1ccc2c(=O)n3nc(Nc4ccccc4)sc3nc2c1	-4.4%

7 structures from above, ordered by formula weight, low to high.
SMILES	Tb PYK inh
CC(=O)c1cccc(NC(=O)Cn2nc(C(F)(F)F)c3c2CCC3)c1	1.0%
Cc1ccc(C)c(NC(=O)c2ccc3c(c2)CCCN3S(C)(=O)=O)c1	5.3%
CCN(CC)CCNC(=O)c1ccc2c(=O)n3nc(Nc4ccccc4)sc3nc2c1	-4.4%
Cc1cc(S(=O)(=O)Nc2cccc(C(=O)O)c2)c(C)c(S(=O)(=O)c2ccccc2)c1	1.8%
O=C(Nc1ccc(C(=O)OCc2cc(=O)n3c4c(sc3n2)CCCC4)cc1)c1ccccc1	1.4%
Cc1oc(-c2ccc(Cl)cc2)nc1CN1C(=O)CN=C(c2ccccc2)c2cc(Cl)ccc21	-1.9%
O=C(C1CCN(S(=O)(=O)c2ccc(Br)s2)CC1)N1CCN(c2cccc(C(F)(F)F)c2)CC1	1.6%

The list goes on:
SMILES	Tb PYK inh
CCS(=O)(=O)N1CCc2cc(C(=O)Nc3ccc(OC)cc3OC)ccc21	-3.0%
Cc1c(Cl)cccc1NC(=O)c1cc2nc(-c3ccc4c(c3)OCO4)cc(C(F)(F)F)n2n1	1.2%
O=C(NCC(c1ccc2c(c1)OCO2)N1CCN(c2ccccc2)CC1)C(=O)Nc1cccc(F)c1 (stereo not given)	-0.9%
CCN(Cc1ccccc1)C(=O)C(CC(C)C)NS(=O)(=O)c1ccc2c(c1)CCN2C(C)=O (stereo not given)	2.5%
CCCCN(CCCC)C1=C(C(=O)c2ccccc2)N(CC)S(=O)(=O)c2ccccc21	-1.7%
CCOc1ccc(-c2cc(OC(=O)c3ccc(OC)cc3)c3c(C)oc(C)c3c(=O)c2)cc1	-1.7%
O=C(Cn1c(=O)nc(-c2ccccc2F)c2cc(Cl)ccc21)N1CCN(c2ccccc2F)CC1	-3.6%
COc1ccc(N2CCN(C(=O)c3nc(SC)ncc3Cl)CC2)cc1	0.6%
Brc1ccc(Nc2c3c(nc4nncn24)CCC3)cc1	-7.0%
CC(=O)Nc1ccccc1-c1nc2ccccc2n(CC(=O)Nc2ccc(C)c(Cl)c2)c1=O	-1.6%
CCc1nn2c(=O)cc(COC(=O)c3cccc(NC(=O)COc4ccccc4)c3)nc2s1	0.6%
O=C(CSc1nc(=O)n(CCN2CCOCC2)c2c1CCC2)Nc1ccccc1	2.3%
Cc1ccc(S(=O)(=O)n2nc(C)c(S(=O)(=O)N3CCC(C)CC3)c2C)cc1	2.9%
O=C(NNC(=O)c1cc2ccccc2[nH]1)OCc1ccccc1	-3.4%
CCN(CC)c1cc(C)c2cc(NC(=O)c3ccccc3Cl)ccc2n1	-9.0%
COc1ccc(OC)c(NC(=O)c2cc(S(=O)(=O)NCCc3ccc(Cl)cc3)ccc2F)c1	0.3%
Cc1cccc(C(=O)Nc2ccc3nc(SCC(=O)N4CCCC4)sc3c2)c1	1.4%
CCCCC(=O)OC1=C(C(=O)c2ccccc2)N(C)S(=O)(=O)c2ccccc21	0.1%
Cc1ccc(Cl)cc1N1CCN(C(=O)CCCn2c(=O)[nH]c3ccc(Br)cc3c2=O)CC1	-1.9%
Cc1ccc2cccc(NC(=O)COc3ccccc3Cl)c2n1	0.6%
CCN(CC)C(=O)c1ccc(NC(=O)Cn2nc(-c3ccc(C)cc3)c3ccccc3c2=O)cc1	6.3%
CCn1c(SCc2ccccc2Cl)nc(=O)c2c(C(=O)OC)cc(C3CC3)nc21	0.9%
Cc1ccc(-c2cc(C(F)(F)F)n3nc(C(=O)Nc4ccc(Cl)c(C(F)(F)F)c4)cc3n2)cc1	1.7%
COc1ccc(-c2nc3ccccc3o2)cc1NC(=O)c1ccc(OCC(C)C)cc1	-1.9%
O=C(CN1C(=O)CCSc2ccccc21)Nc1ccccc1F	3.7%
COc1cccc(N2CCN(S(=O)(=O)c3cc(-c4cc(C)no4)ccc3C)CC2)c1	2.2%
CCOc1ccccc1CNC(=O)c1cc2n(n1)CCCN(Cc1ccc(C)cc1)C2=O	-1.4%
COc1ccc(-c2cc3nc(C)c(CCC(=O)Nc4cccc(C(F)(F)F)c4)c(C)n3n2)c(OC)c1	4.5%
Cc1cc(SCC(=O)Nc2ccc(C(F)(F)F)cc2)nc(=O)[nH]1	3.9%
CC(C)Oc1ccc(-c2nc3c(C#N)c[nH]n3c2NC2CCCCC2)cc1	7.5%
Cc1ccc(-c2ccc(=O)n(CC(=O)Nc3cccc(C#N)c3)n2)cc1	11.9%
COc1ccc(CNC(=O)CCC2N=C3c4ccccc4N=C(SCc4cccc(F)c4)N3C2=O)cc1 (stereo not given)	1.5%
Cc1ccc(N2CC(c3nnc(Cc4ccc(F)cc4)o3)CC2=O)cc1 (stereo not given)	3.3%
CCOc1ccc(S(=O)(=O)Nc2cccc(-c3ccc(N4CCC(C)CC4)nn3)c2)cc1	-25.7%
Cn1ccc2cc(S(=O)(=O)N3CCCN(C(=O)Nc4ccccc4Br)CC3)ccc21	5.1%
COc1ccc2oc(=O)c(-c3nnc(-c4ccc(C)cc4)o3)cc2c1	-1.4%

Some of the entries above, set out differently:
> CCOc1ccccc1CNC(=O)c1cc2n(n1)CCCN(Cc1ccc(C)cc1)C2=O
- Tb PYK inh: -1.4%

> COc1ccc(-c2cc3nc(C)c(CCC(=O)Nc4cccc(C(F)(F)F)c4)c(C)n3n2)c(OC)c1
- Tb PYK inh: 4.5%

The list goes on:
SMILES	Tb PYK inh
COc1ccc(CC(=O)NCc2ccc3c(c2)CCN3C(=O)c2cccc(C)c2)cc1	5.2%
CCc1ccc(NC(=O)C2CCN(c3nn4cc(-c5ccc(OC)cc5)nc4s3)CC2)cc1	2.8%[15.4 µM]
O=C(CN1CCCN(Cc2ccc(Cl)cc2)S1(=O)=O)Nc1ccccc1F	1.4%[15.4 µM]
Cc1ccc(CCNC(=O)Cn2nc(C)c3c(C)n(-c4ccc(C)cc4)nc3c2=O)cc1	-2.4%[15.4 µM]
Cc1cccc(C)c1NC(=O)CSc1nccn1C	2.4%
Cc1cc(=O)n(CC(=O)NCc2ccc(OC(C)C)cc2)c2c1c(C)nn2-c1cccc(F)c1	2.4%
CCC(=O)N1CCc2cc(S(=O)(=O)NC(Cc3ccccc3)C(=O)NCc3ccc(F)cc3)ccc21 (stereo not given)	2.9%
COc1ccc(Br)cc1CNC(=O)C1CCN(c2nnc(-n3cccc3CNc3ccc(C)cc3)s2)CC1	-2.1%
CCn1c(=O)cc(OCC(=O)Nc2ccccc2Cl)c2ccccc21	-9.4%
COC(=O)c1sccc1S(=O)(=O)N(CC(=O)NCc1ccc(C)cc1)c1ccccc1	3.0%
COc1ccc(-c2c3c(=O)n(C)c(=O)n(C)c3c3c(-c4ccc(C)cc4)nc4ccccc4n23)cc1	9.3%
CC(C)(C)C1CCc2c(sc(NC(=O)c3ccc(Cl)cc3)c2C(=O)NCc2ccco2)C1 (stereo not given)	0.2%
Cc1cc(C)c2c(CC(=O)Nc3nnc(C(C)C)s3)coc2c1	1.5%
CCNc1ncc2nc(-c3ccc(Cl)cc3)c(=O)n(C3CC3)c2n1	-2.5%
CCOc1ccccc1NC(=O)C(C)n1nnc2sc3c(c2c1=O)CCCC3 (stereo not given)	0.1%
COc1cc(C(=O)N(CCCN(C)C)c2nc3c(OC)cccc3s2)cc(OC)c1OC	2.7%
